# High-throughput results: PubChem, Broad Institute
# ARNT-TACC3 inh: disrupts binding between human ARNT and TACC3; Q9Y6A5; AlphaScreen His-ARNT PAS-B/GST-TACC3 binding, luminescence; TACC3 fragment carries E629A point mutation; inhibition, % at 9.99 µM; actives 0.66% (n = 390,000);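 active = mean inhibition of replicates at least 50% and at least half of replicates each reaching 50%; inconclusive = half or more replicates reach 50% but mean below 50%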;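 note: 0% = complete ARNT plus TACC3 wells and 100% = ARNT alone without TACC3; many hits fall short of the cut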
# C2C12 statin: suppressors of simvastatin-induced myotoxicity in C2C12 myotubes | actives 0.78% (n = 330,000) | rescue of ATP level, % at 7.49 µM | ATP luminescence, 48 h; scaled: DMSO 0, geranylgeraniol control 100;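 active = mean ATP rescue above about 67%, or every replicate alone reaching that limit, limit read from the data, passing the limit was not always enough; inconclusive = no clear call, values can overlap the other calls; inactive = mean under the limit and some replicate under it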;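 note: myotubes were challenged with 10 µM simvastatin during compound exposure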
# Cneo AK release: causes C. neoformans cell lysis; actives 0.2% (n = 360,000); adenylate kinase release luminescence, 4 h; normalised: neutral wells 0, clomiphene wells 100; lysis activity, % at 15 µM; AID 651654;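 active = mean lysis activity across replicates of at least 80%, whatever share of replicates individually reach that level; inactive = mean lysis activity below 80%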
#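 read-out = cell lysis signal | test system = log-phase Cryptococcus neoformans yeast cells | input = cells at 5 × 10^6 per mL | medium = fresh YPD growth medium | signal = luminescent adenylate kinase detection reagent | timing = 4 h at 37 °C static, read 1 h later | dosing = single dose | controls = Clomiphene as positive lysis control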
# SIRT5 inh: inhibitors of human sirtuin-5 desuccinylase; actives 1.1% (n = 330,000); inhibition, % at 15 µM; AID 652115; Q9NXA8; Purified SirT5, succinyl-peptide AMC, trypsin-coupled fluorescence; in the data active = inhibition above about 15%; inconclusive = no clear call, values can overlap the other calls
# Target sequence (Q9NXA8 whole entry, looked up): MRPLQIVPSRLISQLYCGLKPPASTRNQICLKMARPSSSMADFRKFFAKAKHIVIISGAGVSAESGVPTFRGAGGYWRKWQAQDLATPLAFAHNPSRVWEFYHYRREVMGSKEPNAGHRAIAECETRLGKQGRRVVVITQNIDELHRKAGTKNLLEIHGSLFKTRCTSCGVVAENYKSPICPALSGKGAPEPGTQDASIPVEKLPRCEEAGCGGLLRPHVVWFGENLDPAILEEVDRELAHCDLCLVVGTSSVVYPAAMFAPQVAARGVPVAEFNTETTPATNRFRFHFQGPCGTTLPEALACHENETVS
# ERp5 inh: blocks human ERp5 reductase activity on insulin | inhibition, % at 9.99 µM | Q15084 | actives 0.05% (n = 350,000) | ERp5 insulin aggregation, absorbance 650 nm, 90 min;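 active = mean replicate inhibition above about 25%, with every replicate also reaching it, limit read from the data, passing the limit was not always enough; inconclusive = only one of those two criteria met; inactive = neither criterion met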
# Target sequence (Q15084 whole entry, looked up): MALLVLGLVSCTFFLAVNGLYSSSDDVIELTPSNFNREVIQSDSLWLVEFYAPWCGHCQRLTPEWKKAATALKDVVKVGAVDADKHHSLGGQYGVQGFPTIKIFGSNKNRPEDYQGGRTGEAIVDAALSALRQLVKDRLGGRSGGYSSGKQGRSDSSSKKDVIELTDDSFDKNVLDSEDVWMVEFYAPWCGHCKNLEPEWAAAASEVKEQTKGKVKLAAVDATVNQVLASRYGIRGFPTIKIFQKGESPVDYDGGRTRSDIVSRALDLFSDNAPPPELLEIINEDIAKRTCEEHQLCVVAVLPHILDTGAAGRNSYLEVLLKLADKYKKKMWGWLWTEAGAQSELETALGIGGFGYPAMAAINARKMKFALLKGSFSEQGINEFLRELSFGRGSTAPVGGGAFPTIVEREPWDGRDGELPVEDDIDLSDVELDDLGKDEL
# miR122 inh: miR-122 inhibition in Huh7 cells; Huh7 miR-122 Renilla luciferase sensor, 48 h; neutral wells = 0, positive control = 100; activation (reporter increase), % at 12.5 µM; actives 0.3% (n = 340,000); AID 602342;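 active = mean replicate activation score at least 90 and every replicate individually at or above 90; inconclusive = only one of the two criteria met; inactive = neither criterion met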;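 note: higher luciferase means less miR-122 activity so hits act as miR-122 inhibitors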
# esBAF inh: SWI/SNF esBAF complex inhibition | mouse ES cells, Bmi1-luciferase knock-in reporter, 24 h; 100% = twice the neutral-well signal | reporter increase, % at 12.5 µM | actives 2% (n = 350,000); in the data active = activation above about 40%; inconclusive = no clear call, values can overlap the other calls;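 note: 0% = median of the plate's neutral control wells and 100% = double that signal; a rise in the Bmi1 reporter signal indicates esBAF inhibition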
# Numbers without * were called inactive; u = inconclusive; x = not tested or not shown; [ ] = dose if it differs, or a comment.
# Screens in order – ARNT-TACC3 inh | C2C12 statin | Cneo AK release | SIRT5 inh | ERp5 inh | miR122 inh | esBAF inh
- CCOC(=O)CCCCCC(=O)Nc1ccc2c(c1)CC(=O)N([C@@H](C)CO)C[C@H](C)[C@@H](CN(C)C(=O)Nc1ccc3c(c1)OCO3)O2
    3.7 | -0.2 | -1.8 | -1.1 | -6.2 | -10.2 | -1.1
- Cc1[nH]c(=O)[nH]c(=O)c1S(=O)(=O)N(CC(C)C)CC(C)C
    x | x | 1.5 | -1.0 | u | -4.5 | x
- Cc1noc(C)c1S(=O)(=O)N(C)C[C@@H]1OCCCC[C@@H](C)Oc2ccc(NC(=O)Nc3cccc4ccccc34)cc2C(=O)N([C@H](C)CO)C[C@H]1C
    -4.9 | x | -0.1 | -1.1 | -2.0 | 10.2[16.7 µM] | 9.1
- O=C(c1ccc2ccccc2c1)C1CCCN(C(=O)c2cccnc2)C1 (stereo unspecified)
    -0.5 | -11.5 | 0.5 | -1.6 | -3.9 | 2.5 | -5.5
- C[C@@H]1CCCCO[C@H](CN(C)C(=O)c2ccccc2)[C@H](C)CN([C@@H](C)CO)C(=O)c2cc(NS(=O)(=O)c3ccccc3)ccc2O1
    2.2 | x | 0.4 | 1.0 | 3.4 | 3.4[16.7 µM] | 10.7
- COCCNc1oc(/C=C/c2ccccc2OC)nc1S(=O)(=O)c1ccccc1
    -8.0 | 5.4 | 0.6 | -2.0 | 12.5 | 12.1 | 1.8
- C/C=C/c1cnc2c(c1)C(=O)N([C@H](C)CO)C[C@H](C)[C@H](CN(C)C(=O)c1ccc3c(c1)OCO3)O2
    -7.5 | 26.4 | 5.8 | -6.5 | 1.5 | 4.6[16.7 µM] | -0.6
- CC(=O)c1cccc(NC(=O)CSc2nnc(-c3cccnc3)o2)c1
    -3.9 | x | 1.4 | x | x | 1.0 | x
- CS(=O)(=O)N1CCN(c2ccc(NC(=S)NC(=O)c3ccc4c(c3)OCO4)cc2)CC1
    4.8 | -4.4 | x | 12.6 | -3.2 | 6.2 | 21.2
- CCOC(=O)N1CCN(C(=O)c2ccc3nc4ccc(Cl)cc4c(=O)n3c2)CC1
    -5.0 | 0.9 | -1.2 | x | x | -4.8 | 8.9
- COC(=O)CNc1nc(C2CC2)nc2c1nnn2Cc1ccccc1Cl
    -9.3 | 11.4 | -1.2 | x | x | 0.8 | -2.8
- O=C(Nc1ccccc1)N(Cc1ccccc1)C1=NCCS1
    11.1 | 1.9 | -2.4 | x | x | -6.4 | 14.6
- C[C@@H]1CN([C@@H](C)CO)S(=O)(=O)c2ccc(-c3cncnc3)cc2O[C@@H]1CN(C)C(=O)c1cccc(F)c1
    x | 10.1 | x | x | x | -6.4[16.7 µM] | -1.1
- OC[C@H]1[C@@H](c2ccc(C#CC3CCCC3)cc2)[C@H]2CN(CCC(F)(F)F)CCCCN21
    10.3 | -2.0 | 16.2 | 0.0 | 2.3 | -1.3[16.7 µM] | -2.7
- CC(C)CN1CCN(CC#Cc2ccccc2)CC1CCO (stereo unspecified)
    -0.8 | x | x | -0.8 | -4.4 | 1.4 | x
- N=C(N=C(N)N)N1CCc2ccccc21
    18.4 | 6.7 | -16.2 | -5.5 | 2.1 | 3.0 | 0.5
- COC1OC2COC(c3ccccc3)OC2C(OC(=O)c2ccccc2)C1OC(=O)c1ccccc1 (stereo unspecified)
    3.3 | -3.1 | 0.5 | 2.7 | 3.6 | x | 1.1
- COc1cc(OC)c(OC)cc1CN(C)CCc1ccccn1
    -6.8 | 1.8 | 15.0 | x | x | -4.5 | 8.3
- CCN(CC(=O)Nc1ccc(NC(C)=O)cc1)C(=O)c1cccc2ccccc12
    -3.8 | -12.4 | 0.0 | -1.4 | -4.3 | -0.6 | 3.4
- COc1ccc(CCNC(=O)COC(=O)c2cc(S(=O)(=O)N3CCCC3)ccc2O)cc1
    -1.9 | 8.4 | -1.6 | -2.5 | 11.6 | -2.2 | -9.0

# 4 compounds already listed, arranged by the number in SIRT5 inh, high to low.
Compound	SIRT5 inh
CS(=O)(=O)N1CCN(c2ccc(NC(=S)NC(=O)c3ccc4c(c3)OCO4)cc2)CC1	12.6
Cc1[nH]c(=O)[nH]c(=O)c1S(=O)(=O)N(CC(C)C)CC(C)C	-1.0
COc1ccc(CCNC(=O)COC(=O)c2cc(S(=O)(=O)N3CCCC3)ccc2O)cc1	-2.5
N=C(N=C(N)N)N1CCc2ccccc21	-5.5

# More compounds
SMILES,ARNT-TACC3 inh,C2C12 statin,Cneo AK release,SIRT5 inh,ERp5 inh,miR122 inh,esBAF inh
CCCN1C[C@H](C)[C@H](OC)CN(C)C(=O)c2ccc(NC(=O)C3CCOCC3)cc2OC[C@H]1C,-6.0,5.7,1.0,2.0,0.0,x,1.3
O=C(Nc1ccccc1)N1CCc2c([nH]c3ccccc23)C1C(F)(F)F (stereo unspecified),-22.8,x,1.0,-0.4,1.4,0.5,x
CO[C@@H]1CN(C)C(=O)c2ccc(NC(=O)NC(C)C)cc2OC[C@H](C)N(C(=O)CC2CC2)C[C@H]1C,4.5,0.3,-6.5,-1.7,0.6,x,3.5
COc1ccc(S(=O)(=O)N2CCN(c3nc(C)cc(C)n3)CC2)cc1,3.0,-0.9,-3.1,-1.4,-3.7,-1.5,-3.2
COc1cccc(N2CCN(Cc3cccnc3)CC2)c1,-4.8,-10.5,-1.2,x,x,-4.7,-0.5
Cc1cc(C)c2c(CC(=O)Nc3nccs3)coc2c1,-3.8,x,0.5,x,x,-3.9,x
Cc1cc(=O)[nH]c(SCC(=O)NCCc2ccccc2)n1,-2.9,10.1,-1.2,x,x,-5.9,-6.3
COc1cccc(C(=O)Nc2ccc(C(=O)NCC3CCCO3)cc2)c1 (stereo unspecified),-0.5,-1.9,1.8,-1.7,-2.9,-2.1,1.7
CCCNC(=O)N[C@H]1CC[C@H](CCn2cc(C3CCCC3)nn2)O[C@@H]1CO,-17.7,9.0,5.8,0.3,14.3,x,0.1
Fc1ccc(-n2nnc(-c3ccccc3Cl)n2)cc1,-5.3,4.2,3.6,-1.1,-1.2,-2.4,-0.2
N/N=C/C(=N\Nc1ccc(Cl)cc1)C(=O)c1ccncc1,3.1,7.3,6.3,-2.7,-3.8,1.8,1.6
CC(Cc1cccnc1)NC(=O)CCc1nnc(-c2ccccc2)o1 (stereo unspecified),-1.1,4.7,-0.7,0.3,2.4,-0.9,0.9
COc1cc(/C=C/C(=O)O)cc(S(=O)(=O)Nc2ccccc2SC)c1OC,1.4,x,x,0.1,-3.8,x,x
CCN(CC)C(=O)c1cnn(-c2ccccc2)c1NC(=O)c1cccs1,27.0,0.2,-1.0,x,x,x,4.3
COc1ccccc1CN1CC[C@@H]2[C@@H](CO)Nc3ccc(-c4cccc(F)c4)cc3[C@@H]21,0.8,12.8,19.6,x,x,7.3[16.7 µM],2.4
CC(Sc1nnc(C(F)(F)F)n1C)C(=O)NC(N)=O (stereo unspecified),2.1,-18.4,0.9,x,x,9.7,-1.6
O=C(OCC(=O)N1CCc2ccccc21)c1cc(S(=O)(=O)N2CCOCC2)ccc1F,0.3,x,x,0.2,-5.0,x,x
C[C@@H]1CCCCO[C@H](CN(C)Cc2ccc(C(=O)O)cc2)[C@@H](C)CN([C@H](C)CO)C(=O)c2cc(NC(=O)Nc3ccccc3)ccc2O1,x,x,-0.1,0.5,-1.8,12.6[16.7 µM],-6.0
N=c1sccn1CC(=O)Nc1ccc(Cl)c(S(=O)(=O)N2CCOCC2)c1,2.7,x,-1.5,x,x,-2.1,5.4
O=C(CN1CCN(C(=O)CNC(=O)c2ccc(N3CCCC3=O)cc2)CC1)Nc1cccc(F)c1,x,2.7,1.1,x,0.4,-2.8,-10.9

# Laid out differently: entries from further up.
COc1ccc(S(=O)(=O)N2CCN(c3nc(C)cc(C)n3)CC2)cc1
  ARNT-TACC3 inh: 3.0; C2C12 statin: -0.9; Cneo AK release: -3.1; SIRT5 inh: -1.4; ERp5 inh: -3.7; miR122 inh: -1.5; esBAF inh: -3.2

CC(Cc1cccnc1)NC(=O)CCc1nnc(-c2ccccc2)o1 (stereo unspecified)
  ARNT-TACC3 inh: -1.1; C2C12 statin: 4.7; Cneo AK release: -0.7; SIRT5 inh: 0.3; ERp5 inh: 2.4; miR122 inh: -0.9; esBAF inh: 0.9

N/N=C/C(=N\Nc1ccc(Cl)cc1)C(=O)c1ccncc1
  ARNT-TACC3 inh: 3.1; C2C12 statin: 7.3; Cneo AK release: 6.3; SIRT5 inh: -2.7; ERp5 inh: -3.8; miR122 inh: 1.8; esBAF inh: 1.6

Fc1ccc(-n2nnc(-c3ccccc3Cl)n2)cc1
  ARNT-TACC3 inh: -5.3; C2C12 statin: 4.2; Cneo AK release: 3.6; SIRT5 inh: -1.1; ERp5 inh: -1.2; miR122 inh: -2.4; esBAF inh: -0.2

# Next part
SMILES,ARNT-TACC3 inh,C2C12 statin,Cneo AK release,SIRT5 inh,ERp5 inh,miR122 inh,esBAF inh
Nc1nnc(SCC(=O)Nc2cc(S(=O)(=O)N3CCOCC3)ccc2N2CCCC2)s1,4.3,20.9,-0.6,0.5,0.9,4.2,-0.7
COc1ccc(NC(=O)N(C)C[C@@H]2Oc3ccc(NC(=O)C4CC4)cc3CC(=O)N([C@H](C)CO)C[C@H]2C)cc1,-8.2,13.1,-3.7,-1.6,-2.7,19.5[16.7 µM],4.6
CCOC(=O)C1=C(COC(=O)Cc2ccccc2)NC(=O)NC1C (stereo unspecified),2.1,-2.5,-0.2,-4.8,5.6,-7.2,-14.1
Cc1ccccc1S(=O)(=O)NC(=O)C1(C)CCN1C(=O)Cc1cc(F)ccc1F (stereo unspecified),x,-5.3,-0.5,-0.7,7.1,x,1.3
O=C(O)c1cccc(C(=O)Cc2ccccc2)c1,-5.5,-1.2,x,x,x,-6.0,0.5
O=C(Nc1ccccc1Cl)c1cc(C2CCCCN2C(=O)CCCc2ccccc2)on1 (stereo unspecified),x,0.7,0.0,x,-3.3,6.7,-2.4
CC12CCC(C(=O)Nc3cc(Cl)ccc3Cl)(C/C1=N\O)C2(C)C (stereo unspecified),-9.6,2.3,-0.3,x,x,-2.9,2.3
COc1ccc(NC(=O)Nc2ccc3c(c2)C(=O)N([C@H](C)CO)C[C@@H](C)[C@@H](CN(C)Cc2ccc(C(=O)O)cc2)OCCCC[C@@H](C)O3)cc1,10.5,x,-2.1,1.6,-0.7,7.3[16.7 µM],-0.3
CCC(C)(C)NC(=S)Nc1ccc(-c2nc3ccc(C)cc3s2)cc1,-8.9,x,-8.8,-5.7,0.9,-5.6,x
Cc1cc2nc(NCCCO)n(CC(=O)c3cc(C(C)(C)C)c(O)c(C(C)(C)C)c3)c2cc1C,-6.0,-15.1,-0.3,x,-3.5,-7.0,1.8

# Retrieved by structure from above (four):
SMILES,ARNT-TACC3 inh,C2C12 statin,Cneo AK release,SIRT5 inh,ERp5 inh,miR122 inh,esBAF inh
Cc1cc2nc(NCCCO)n(CC(=O)c3cc(C(C)(C)C)c(O)c(C(C)(C)C)c3)c2cc1C,-6.0,-15.1,-0.3,x,-3.5,-7.0,1.8
Cc1ccccc1S(=O)(=O)NC(=O)C1(C)CCN1C(=O)Cc1cc(F)ccc1F (stereo unspecified),x,-5.3,-0.5,-0.7,7.1,x,1.3
Nc1nnc(SCC(=O)Nc2cc(S(=O)(=O)N3CCOCC3)ccc2N2CCCC2)s1,4.3,20.9,-0.6,0.5,0.9,4.2,-0.7
COc1ccc(NC(=O)Nc2ccc3c(c2)C(=O)N([C@H](C)CO)C[C@@H](C)[C@@H](CN(C)Cc2ccc(C(=O)O)cc2)OCCCC[C@@H](C)O3)cc1,10.5,x,-2.1,1.6,-0.7,7.3[16.7 µM],-0.3
